Insulin prom inh = TRM-6 insulin promoter activity inhibition; TRM-6 cells (human fetal islet line), insulin promoter-eGFP reporter, imaging; reporter expression induced with tamoxifen; inhibition, % at 2 µM; 0.9% of 130,000 active;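 active = inhibition above the mean plus 3 SD, with well images judged a real hit on visual review, cut at about 60% in these data, passing the limit was not always enough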
sdo1 growth = compounds rescuing growth of sdo1-depleted yeast, bone marrow failure model; z-score at 10 µM; 0.21% of 140,000 active; S. cerevisiae sdo1-depleted JHY4D growth rescue, OD600 30 h; hits give high values; pdr5 snq2 efflux-pump mutant strain;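 active = z-score above 3 at both the 24 hr and the 30 hr optical density reads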;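 note: z-score against mean and SD of all compound wells on the same plate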
sdo1 growth Rescue 24 h = second read-out of sdo1 growth, no call of its own (marks repeat the call); z-score; S. cerevisiae sdo1-depleted JHY4D growth rescue, OD600; measured here: growth rescue at 24 h;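 0 is the plate mean of compound wells and units are plate SD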
Active calls of the source: *; nt = no result given. Only part of the results is shown. The share of hits here may be higher or lower than overall.

sdo1 growth,Insulin prom inh,sdo1 growth Rescue 24 h,compound
nt,-136,nt,N#Cc1ccc(OCC(=O)N/N=C(\CCC(=O)O)c2cccs2)cc1
-0.28,71,-0.2,O=C(CSc1nnc(Cc2ccccc2)o1)NC1CC2CCC1C2 (stereo not given)
0.93,-40,1,Cc1cc2c(c(=O)n1Cc1ccco1)C(c1ccccc1)C(C#N)=C(N)O2 (stereo not given)
0.58,16,-0.17,CCCN1C(=O)c2ccc(C(=O)Nc3cc(C)on3)cc2C1=O
nt,-43,nt,Cc1noc(C)c1C(=O)NC(C)c1ccc(Cl)cc1Cl (stereo not given)
-1.2,nt,-1.2,Cc1ccc(-n2cc(-c3ccc([N+](=O)[O-])cc3)[nH]c2=S)c(C)c1
nt,25,nt,Clc1ccccc1-c1nnc(-c2ccc3c(c2)OCO3)o1
-0.25,0,-1.8,CN1CCN(C(=O)c2ccc(CSc3nc4ccncc4n3Cc3ccc(F)cc3)cc2)CC1
-0.64,nt,-0.62,CC(C)c1ccc(NC(=O)c2cnn(-c3ccccc3)c2NC(=O)c2ccco2)cc1
0.12,38,-0.21,Nc1nc(C2CCCCC2)cs1

Looked up above:
Insulin prom inh result of N#Cc1ccc(OCC(=O)N/N=C(\CCC(=O)O)c2cccs2)cc1 stands at -136
Insulin prom inh result of CCCN1C(=O)c2ccc(C(=O)Nc3cc(C)on3)cc2C1=O stands at 16
Insulin prom inh result of CN1CCN(C(=O)c2ccc(CSc3nc4ccncc4n3Cc3ccc(F)cc3)cc2)CC1 stands at 0
Insulin prom inh result of Cc1cc2c(c(=O)n1Cc1ccco1)C(c1ccccc1)C(C#N)=C(N)O2 (stereo not given) stands at -40
Insulin prom inh result of Clc1ccccc1-c1nnc(-c2ccc3c(c2)OCO3)o1 stands at 25
Insulin prom inh result of Cc1noc(C)c1C(=O)NC(C)c1ccc(Cl)cc1Cl (stereo not given) stands at -43

Other records
sdo1 growth,Insulin prom inh,sdo1 growth Rescue 24 h,compound
0.56,31,0.38,O=C(NCCc1nc2ccccc2[nH]1)c1ccc(Cl)c([N+](=O)[O-])c1
1.3,33,0.37,COc1ccc(S(=O)(=O)NCc2ccc3c(c2)OCO3)cc1C(=O)O
-0.49,nt,0.11,CCc1ccccc1N=C1SCC(=O)N1C
nt,-32,nt,CCOCc1nnc(NC(=O)c2cccc(OC)c2)s1
1.5,9,1.3,COc1cccc(NC=C2C(=O)OC(C)(C)OC2=O)c1
-1.2,33,-1.1,c1ccc2c(c1)CCCC2C1=NCCN1 (stereo not given)
-0.47,26,-0.31,CCOC(=O)N/N=C/c1ccc(OCCSc2ccc(Cl)cc2)c(OC)c1
nt,9,nt,O=C(CN1N=C(c2ccc(Cl)cc2)CCC1=O)NCc1cccs1
1.1,-75,2.9,O=C1C2C3C=CC(C3)C2C(=O)N1CCN1CCN(S(=O)(=O)c2ccc3ccccc3c2)CC1 (stereo not given)
-0.49,-7,-0.89,Cc1ccc(N2CCN(C(=O)N3CCCC3)CC2)cc1C
0.53,nt,-0.05,C=CCn1c(SCC(=O)NC2CCS(=O)(=O)C2)nc2scc(C3CC3)c2c1=O (stereo not given)
0.75,14,0.21,COc1ccccc1-n1c(SCC(=O)Nc2ccc(C)cc2)nc(O)cc1=O
0.89,-494,0.38,COCCNC(=O)C(=O)NCCN1CCOCC1
-1,46,-0.71,COc1cccc(C2CC(c3cccs3)=NN2C(=S)Nc2ccccc2)c1OC (stereo not given)
0.28,nt,-0.7,CC1(c2ccccc2Cl)NC(=O)N(CC(=O)NC(=O)NCc2ccco2)C1=O (stereo not given)
-0.02,nt,-0.08,COc1ccc(/C=C2/SC(=O)N(CCNC(=O)C3COc4ccccc4O3)C2=O)cc1 (stereo not given)
nt,43,nt,C(=N\Nc1ccccn1)/c1ccc2c(c1)OCCO2
-1.3,-42,-0.04,COc1ccc(C)cc1NC(=O)c1cc2cc3ccc(C)cc3nc2o1
1.6,-11,1.5,CCc1nnc(NS(=O)(=O)c2ccc(NC(=O)OC)cc2)s1
-1.2,22,-1.5,O=C1OC(c2ccco2)=N/C1=C\c1ccc(-c2cccc(C(F)(F)F)c2)o1
-1.4,-55,-0.88,CCOC(=O)c1c(C)sc(Sc2ccc(Cl)cc2[N+](=O)[O-])c1OC
0.48,nt,0.91,Cc1ccc(OCc2nc(C#N)c(NCCCn3ccnc3)o2)cc1
0.56,-14,0.3,Cc1nc(NC2=NCN(CCCN3CCOCC3)CN2)nc2c(C)cccc12
1.7,-8,1.1,CCOC(=O)NC1(C(F)(F)F)NC(=O)N(Cc2ccco2)C1=O (stereo not given)
2.8,nt,1.6,COc1ccc(C(=O)NCC23C=CC(O2)C2C(=O)N(Cc4ccccc4)C(=O)C23)cc1 (stereo not given)
1.1,0,0.1,CC1CCCC(NC(=O)C2CCN(S(=O)(=O)N3CCOCC3)CC2)C1C (stereo not given)
nt,-2,nt,COc1ccc(C(=O)Nc2cccc([N+](=O)[O-])c2)cc1Br
0,3,-0.51,O=C(O)COc1ccc(Br)cc1/C=C1/SC(=O)N(CC(=O)N2CCCC2)C1=O
nt,-113,nt,CCCn1c(=O)c(C(=O)OCC)c(O)c2cc(Br)ccc21
nt,-33,nt,Cc1ccc2nc(N(CCCN(C)C)C(=O)c3ccc(Br)s3)sc2c1
-1.6,nt,-1.4,CC(C)Oc1ccc(CNC(=O)CC(c2ccccc2)c2cc(Cl)ccc2O)cc1 (stereo not given)
1.3,-33,1.1,c1ccc(-n2nnc3cnccc32)cc1
0.19,16,-0.58,CC(NC(=O)OCc1ccccc1)C(=O)N1CC(O)CC1C(=O)O (stereo not given)
-0.88,0,-0.75,COc1ccc(NS(=O)(=O)c2cccc3nonc23)c(OC)c1
nt,83*,nt,CCOc1ccc(C(C)=O)cc1COC(=O)c1cnc(Cl)c(Cl)c1
0.33,nt,0.01,CCN1CCN(CCCNc2ncnc3nc[nH]c23)CC1
-1.2,-37,-1.3,Cc1cccc(NC(=S)Nc2ccc(Br)cc2)c1
-0.52,-12,-0.34,CCN(CC)c1ccc(NC(=O)c2cc(Cl)ccc2OC)cc1
-0.55,nt,-0.92,CC(CNS(=O)(=O)c1ccccc1)(c1ccccc1)N1CCOCC1 (stereo not given)
-1.5,19,-0.86,Cc1cc(N2CCOCC2)nc(-c2ccccc2O)n1
0.2,-13,0.5,COc1cccc(NC(=O)C(Sc2nnc(-c3ccncc3)n2-c2ccc(Cl)cc2)c2ccccc2)c1 (stereo not given)
-0.56,-12,-1,CCc1cc[n+](-c2nc([O-])sc2C=O)cc1
0.12,-48,0.07,O=C(NC(=S)Nc1ccc(N2CCOCC2)cc1)c1ccco1
0.2,nt,2.7,CCCn1c2ccccc2c2cc(C(=O)O)ccc21
nt,-57,nt,Cc1ccccc1NC(=O)/C=C1\SC(=O)NC1=O
nt,21,nt,O=C(NCC1CCCO1)c1ccc2c(=O)n(Cc3ccc(Cl)cc3)c(=S)[nH]c2c1 (stereo not given)
-0.04,-11,-0.67,CC(C)OCCCNC(=O)C1CCC(CNS(=O)(=O)c2ccc(Cl)cc2)CC1 (stereo not given)
-0.48,13,-1.3,CC(C)N(C(=O)c1ccc2nc(-c3ccccc3)c(-c3ccccc3)nc2c1)C(C)C
0.65,-21,1.1,NC(=O)c1ccccc1OCC(=O)NC12CC3CC(CC(C3)C1)C2
0.75,-13,1.1,C=CCN(CC=C)C(=O)c1cc(Cl)ccc1[N+](=O)[O-]

7 entries from above, reformatted.
Screens in order: sdo1 growth, Insulin prom inh, sdo1 growth Rescue 24 h
- CCCn1c2ccccc2c2cc(C(=O)O)ccc21
    0.2, nt, 2.7
- Cc1ccccc1NC(=O)/C=C1\SC(=O)NC1=O
    nt, -57, nt
- O=C(NCC1CCCO1)c1ccc2c(=O)n(Cc3ccc(Cl)cc3)c(=S)[nH]c2c1 (stereo not given)
    nt, 21, nt
- CC(C)OCCCNC(=O)C1CCC(CNS(=O)(=O)c2ccc(Cl)cc2)CC1 (stereo not given)
    -0.04, -11, -0.67
- CC(C)N(C(=O)c1ccc2nc(-c3ccccc3)c(-c3ccccc3)nc2c1)C(C)C
    -0.48, 13, -1.3
- NC(=O)c1ccccc1OCC(=O)NC12CC3CC(CC(C3)C1)C2
    0.65, -21, 1.1
- C=CCN(CC=C)C(=O)c1cc(Cl)ccc1[N+](=O)[O-]
    0.75, -13, 1.1

The results go on:
sdo1 growth,Insulin prom inh,sdo1 growth Rescue 24 h,compound
-0.5,-33,-0.27,O=C(c1cccc(F)c1)N1CCc2ccccc21
-1,16,-1.1,COc1ccc(NC(=O)CSc2nccn2-c2ccccc2)c(OC)c1
-1.9,14,-0.76,CCOC(=O)c1c(NC(=O)C2CCCO2)sc2c1CCC2 (stereo not given)
-1.1,12,-0.34,COc1ccc(C(=O)NC(Nc2ccc(C)cc2)C(Cl)(Cl)Cl)cc1 (stereo not given)
-0.88,-51,0.82,O=C1c2ccccc2NC(c2c(Cl)cccc2Cl)N1Cc1ccccc1 (stereo not given)
1.1,nt,1,CCN1C(=O)c2ccccc2S(=O)c2ccc(C(=O)N3CCCCCC3)cc21 (stereo not given)
nt,54,nt,O=[N+]([O-])c1cc(/C=N/O)ccc1Oc1cccc(Cl)c1
0.83,nt,1.3,Cc1ccccc1NC(=O)COC(=O)Cc1cccc(C(F)(F)F)c1
nt,-21,nt,C=CCC1C=C(C)CC(CC=C)N1 (stereo not given)
0.84,-31,0.71,O=C(O)C1(c2cccc(Cl)c2)CCC1
-1,32,-1.3,Cc1ccc(SCC(=O)N2CCc3ccccc32)cc1
-0.17,16,-0.97,CCn1c(=O)c2c(nc(SCc3ccccn3)n2C)n(C)c1=O
nt,14,nt,CCOC(=O)Cc1csc(NC(=O)Cc2ccccc2[N+](=O)[O-])n1
-0.71,-44,-0.21,CCOc1ccccc1CNC(=O)c1ccc(Sc2ccc(Cl)cc2)c(NC(C)=O)c1
0.49,25,2.1,CCc1c(C)sc(NC(=O)c2cc(-c3cc(OC)ccc3OC)on2)c1C#N
-0.51,-23,-0.35,Cc1ccc(OC(=O)c2ccc(N3CCOCC3)c([N+](=O)[O-])c2)cc1
0.17,nt,-1.1,C(=N\n1cnnc1)/c1ccccn1
1,43,0.9,CC(C)c1ccc(NC(=O)COC(=O)c2c[nH]c(=O)[nH]c2=O)cc1
nt,-56,nt,CC1=NN2C(=N)/C(=C\c3cc(C)n(-c4ccccc4)c3C)C(=O)N=C2S1
0.05,nt,-0.35,CCOC(=O)c1cnc2nc(NCc3ccc(OCc4ccccc4)cc3)[nH]n2c1=O
-2.2,nt,-2.4,O=C(Nc1nc2ccccc2s1)C1c2ccccc2Oc2ccccc21
0.89,-232,0.48,Cc1cc2c(c(=O)n1CCN(C)C)C(c1ccncc1)C(C#N)=C(N)O2 (stereo not given)
-0.95,nt,-0.62,COc1ccccc1-n1c(SCC(=O)NC2CCCCC2)nc2c(c1=O)SCC2
-0.36,-6,-0.47,CCCCC(=O)NS(=O)(=O)c1ccc(NS(C)(=O)=O)cc1
-1.6,-51,-1.5,CC(=O)c1c(C(C)=O)c(C)n(-c2nc(-c3ccc(C)c(C)c3)c(C)s2)c1C
1.1,6,1.3,CCn1c(SCC(=O)c2cc(C)n(C)c2C)nnc1-c1ccccc1
-0.75,15,0.72,COC(=O)c1[nH]c2ccc(F)cc2c1NC(=O)Nc1ccc(OC)cc1
-0.17,nt,-0.68,O=C1CC(Nc2ccc(N3CCOCC3)cc2)C(=O)N1c1cccc(C(F)(F)F)c1 (stereo not given)
nt,32,nt,CCC(CC)NC(=O)Nc1ccccc1C
1.1,20,0.99,O=C(CSc1nnc(-c2cccnc2)s1)Nc1cccc(C(=O)O)c1

Insulin prom inh: what is marked active above.
sdo1 growth,Insulin prom inh,sdo1 growth Rescue 24 h,compound
nt,83*,nt,CCOc1ccc(C(C)=O)cc1COC(=O)c1cnc(Cl)c(Cl)c1

Additional structures:
sdo1 growth,Insulin prom inh,sdo1 growth Rescue 24 h,compound
0.23,-60,-0.14,COc1ccc(C2(CNC(=O)C(c3ccccc3)c3ccccc3)CCOCC2)cc1OC
0.42,nt,0.6,COc1ccccc1NC(=O)C1=C(C)Nc2nc(-c3cccs3)nn2C1c1cccc(O)c1 (stereo not given)
1.1,-17,1,O=C(CN1C(=O)c2cccc3cccc1c23)NCc1cccnc1
0.16,19,0.01,CCC(CC)NC(=O)c1ccc2c(c1)OCCO2
0.57,nt,0.18,O=C(Nc1ccc(Br)cc1F)c1ccc2c(c1)N(Cc1ccccc1)C(=O)CS2=O (stereo not given)
1.6,-31,2.3,CCOC(=O)N1CCN(C(=O)C(CC(C)C)NS(=O)(=O)c2ccc3c(c2)oc(=O)n3C)CC1 (stereo not given)
nt,-50,nt,CC1(C)CC(=O)C(C=Nc2ccncc2)=C(O)C1
-0.35,-10,-0.63,O=C(c1ccc(-c2ccccc2)cc1)N1CCCC1
nt,-16,nt,O=C1CCC(C(=O)OCC(=O)c2ccccc2)N1 (stereo not given)
0.46,-8,0.42,O=C(O)CSC1c2ccccc2C(=O)N1c1ccccc1 (stereo not given)
0.49,18,0,O=C(CCC(=O)OC(C(=O)c1ccccc1)c1ccccc1)Nc1ccccc1 (stereo not given)
1.1,0,0.19,Cc1ccccc1N1C(=O)C(Oc2ccc(Cl)cc2)C1CNC(C)(C)C (stereo not given)
0.49,nt,0.51,CC(C)Cn1c(=O)c(C(=O)NCc2ccccn2)c(O)c2ccccc21
0.42,nt,0.61,O=C(COC(=O)CCCc1nc2ccccc2s1)Nc1ncc(Cl)cc1Cl
nt,-36,nt,S=C(NCc1cccnc1)NCc1cccnc1
-1.3,nt,-0.35,COC(=O)c1ccc2c(c1)N(Cc1nc(-c3cccc(C)c3)oc1C)C(=O)C1CCCN21 (stereo not given)
-0.26,-61,-0.6,CCn1cc(C(=O)N2CCc3ccccc32)c(=O)c2cc(S(=O)(=O)N3CC(C)CC(C)C3)ccc21 (stereo not given)

Source: PubChem BioAssay (several laboratories)
